Hck-Nef inh – blocks Nef-activated human Hck kinase | Recombinant Hck-YEEI plus Nef, Z-Lyte FRET kinase assay | hit rate 0.68% among 220,000 | P08631 | AID 463187 | inhibition, % at 20 µM;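 active = Hck-Nef kinase inhibition above about 50%, limit read from the data; inactive = inhibition below that limit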;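 note: 0% = DMSO with Hck plus Nef and 100% = Hck alone without Nef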
Target sequence (P08631 whole entry, looked up): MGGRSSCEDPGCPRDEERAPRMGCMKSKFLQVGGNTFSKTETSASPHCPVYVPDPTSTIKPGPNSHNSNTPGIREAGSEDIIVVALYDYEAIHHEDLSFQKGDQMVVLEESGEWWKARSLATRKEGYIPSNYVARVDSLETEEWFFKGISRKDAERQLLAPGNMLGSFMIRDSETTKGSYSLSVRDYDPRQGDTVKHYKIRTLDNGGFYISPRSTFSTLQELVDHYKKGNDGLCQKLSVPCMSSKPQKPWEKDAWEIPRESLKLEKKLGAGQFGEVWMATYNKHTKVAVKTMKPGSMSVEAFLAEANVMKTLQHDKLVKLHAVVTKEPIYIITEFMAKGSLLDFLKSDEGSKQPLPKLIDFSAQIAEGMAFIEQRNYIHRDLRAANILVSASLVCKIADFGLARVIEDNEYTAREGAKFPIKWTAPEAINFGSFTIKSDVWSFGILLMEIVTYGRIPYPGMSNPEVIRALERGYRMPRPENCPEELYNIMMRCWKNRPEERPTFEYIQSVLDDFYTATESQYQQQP
KLK5 inh – inhibitors of human kallikrein 5 | AID 873 | recombinant hK5, fluorogenic AMC substrate cleavage | Q9Y337 | inhibition, % at 5 µM | hit rate 0.59% among 210,000;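 active = inhibition of 40% or more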;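 note: 0% = enzyme controls without compound and 100% = no-enzyme blanks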
FXIIa inh 1536 – inhibitors of human coagulation factor XIIa; purified FXIIa, Boc-QGR-AMC fluorogenic substrate, 2 h; inhibition, % at 5 µM; P00748; hit rate 0.3% among 220,000; in the data active = inhibition above about 40%;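 note: 0% = enzyme with no compound and 100% = blank without enzyme; many of its hits are not listed in these tables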
Rad51 HR inh – blocks human Rad51 in homologous recombination. hRad51 DNA strand exchange, fluorescence dequenching. inhibition, % at 10 µM. hit rate 0.085% among 200,000. AID 1385;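 active = inhibition above 40% at the single screening dose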;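 note: 0% = DMSO control wells and 100% = blanks with heterologous ssDNA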
Target sequence (Q06609 whole entry, looked up): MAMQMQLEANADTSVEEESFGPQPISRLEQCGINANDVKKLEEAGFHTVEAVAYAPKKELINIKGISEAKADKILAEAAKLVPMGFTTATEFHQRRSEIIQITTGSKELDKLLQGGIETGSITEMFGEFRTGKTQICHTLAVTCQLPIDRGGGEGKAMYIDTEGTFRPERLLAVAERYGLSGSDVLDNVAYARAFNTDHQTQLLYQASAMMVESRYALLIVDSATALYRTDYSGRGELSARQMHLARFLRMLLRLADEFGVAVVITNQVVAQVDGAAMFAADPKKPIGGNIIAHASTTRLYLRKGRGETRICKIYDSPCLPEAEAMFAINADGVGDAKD
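Material: Human Rad51 nucleoprotein filaments preassembled on unlabelled ssDNA | Also added: Labelled 47-mer dsDNA for strand exchange | Dosing: Single dose, 10 µM final compound | Schedule: 30-min compound preincubation and 15-min exchange, both room temperature | Technique: Fluorescence dequenching at 485/520 nm | Measure: Percent inhibition relative to plate controls and blanks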
Cl transport mod – modulates chloride dependent transport by human KCC2; Q9H2X9; KCC2 cells, thallium flux FluoZin-2 fluorescence; B-score of Tl+ flux slope (higher = more flux/activation; lower = inhibition) at 10 µM; hit rate 2.2% among 190,000;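 active = thallium flux slope and its plate-corrected score both differing from the plate sample mean at a set confidence after two filtering rounds, in either direction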;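 note: slope of fluorescence scaled to starting intensity during 10 to 20 s after thallium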
L929 necroptosis – blocks zVAD induced death of L929 cells | L929 zVAD necroptosis rescue, ATP luminescence, 24 h; with zVAD 60 µM | viability rescue, % at 10 µM | hit rate 0.38% among 220,000 | AID 1377;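 active = activation, scaled between plate controls, above about 75%, limit read from the data; inactive = activation under that limit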;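 note: 0% = zVAD with DMSO and 100% = DMSO alone without zVAD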
TNF necrop inh – blocks TNF-alpha induced death of Jurkat FADD-/- cells; hit rate 0.068% among 220,000; Jurkat FADD-/- TNF necroptosis rescue, ATP luminescence, 24 h; 0 = TNF only, 100 = no-TNF cells; activation (protection from cell death), % at 10 µM; AID 463075;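 active = activation, meaning protection from cell death, of at least 50% relative to plate controls; inactive = activation below 50%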;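 note: necroptosis triggered by 40 ng/mL TNF-alpha added together with compound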
Thrombin inh – blocks human thrombin protease activity | AID 1046 | alpha-thrombin, Boc-VPR-AMC fluorogenic substrate cleavage | P00734 | hit rate 0.26% among 220,000 | inhibition, % at 5 µM;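 active = inhibition at or above 40%; inactive = inhibition below 40%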;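 note: 0% = enzyme with no compound and 100% = wells without enzyme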
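System: human alpha-thrombin protein; Compound dosing: one concentration per compound, 5 µM, with 0.2% DMSO; Timing: reaction at room temperature; Technique: AMC fluorescence, 355/460 nm; Controls: enzyme without compound as high, wells lacking enzyme as low.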
FXIa inh 1536 – inhibitors of human coagulation factor XIa. P03951. purified FXIa, Boc-Glu-Ala-Arg-AMC fluorogenic substrate. inhibition, % at 5 µM. hit rate 0.14% among 220,000. AID 798;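 active = inhibition of at least 40%; inactive = inhibition below 40%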;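 note: fluorescence of freed AMC excited at 355 nm; 0% = enzyme without compound and 100% = no enzyme blank; many of its hits are not listed in these tables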
Active calls of the source: *; / = not tested or not shown.

Order of values – Hck-Nef inh, KLK5 inh, FXIIa inh 1536, Rad51 HR inh, Cl transport mod, L929 necroptosis, TNF necrop inh, Thrombin inh, FXIa inh 1536
> O=C(CSc1nc2ccccc2c(=O)[nH]1)N1CCCCCC1
 : 1, -3, -6, -1, -0.043, -0.2, -2.8, -1, -6
> O=C(NCc1ccco1)c1ccc(S(=O)(=O)N2CCOCC2)cc1
 : 0, -17, 10, -5, 1.4, -0.2, -1.6, -5, -4
> O=C(CSc1nnc(SCc2cccc3ccccc23)s1)N/N=C/c1c[nH]c2ccccc12
 : 3, -5, 9, -9, -3.9*, 0.1, -1.8, -1, 0
> CC(C)c1ccccc1NS(=O)(=O)N(C)C
 : 5, -14, -2, 39, -0.22, 1.4, 1.7, -8, -6
> O=S(=O)(c1cccc(C(F)(F)F)c1)N1CCCC1c1cccnc1 (stereo not drawn)
 : 7, -5, 6, 13, 0.23, -0.9, -1.2, -5, -2
> CCOC(=O)c1sc(NC(=O)c2cc(-c3cccc(O)c3)on2)c(C(=O)OCC)c1C
 : -6, -6, 10, /, 0.21, /, -1.1, 2, 4
> COc1cccc(NC(=O)CN2C(=O)C(c3ccc(C)cc3)=NC23CCCCCC3)c1
 : 0, -1, 13, -7, -0.26, -0.7, -0.1, -1, -2
> O=C(CSc1nc(-c2ccc(F)cc2)cs1)Nc1ccccn1
 : 7, -4, 9, /, 0.2, 0.1, 1.9, 0, 6
> S=C(NCc1ccncc1)Nc1ccc(Cl)c(Cl)c1
 : 0, -7, -1, 2, -1.5, 1.9, 3.7, -9, -2
> CNC(=O)c1sccc1SCc1ccc(Cl)cc1Cl
 : -1, -12, 21, -3, -2, -0.1, -1.4, 1, 8

Only FXIIa inh 1536 (2 entries from above):
SMILES	FXIIa inh 1536
O=C(CSc1nnc(SCc2cccc3ccccc23)s1)N/N=C/c1c[nH]c2ccccc12	9
CC(C)c1ccccc1NS(=O)(=O)N(C)C	-2

Continued.
Order of values – Hck-Nef inh, KLK5 inh, FXIIa inh 1536, Rad51 HR inh, Cl transport mod, L929 necroptosis, TNF necrop inh, Thrombin inh, FXIa inh 1536
> COc1ccc(Oc2nc(-c3ccncc3)nc3ccccc23)cc1
 : -3, -11, 9, 7, 1.2, 58, 0.6, -2, 2
> COCC(C)N=CC1=C(O)CC(C)(C)CC1=O (stereo not drawn)
 : 1, -22, 1, 7, /, -0.3, 0.3, -8, -7
> CCn1c(COc2cccc(C)c2C)nnc1SCC(=O)Nc1cc(C)on1
 : 0, -3, 4, 3, 0.027, 0.6, 2.4, -9, -5
> COc1ccc(CNC(=O)c2cccc(-c3ccc(C)c4ccccc34)n2)cc1
 : -9, -8, 3, -2, 0.76, -0.1, -1.0, -3, -7
> CC(c1ccccc1)C1NC(C(=O)O)CS1 (stereo not drawn)
 : 2, 5, 22, -6, 0.69, 0.2, -3.5, 2, 6
> CCN1C(=O)/C(=C2\SC(=S)N(c3c(C)n(C)n(-c4ccccc4)c3=O)C2=O)c2ccccc21
 : 0, -13, 8, /, /, 0.0, -1.6, -4, 3
> CCCN1CCN(C(=O)Nc2cccc(C(F)(F)F)c2)CC1
 : -2, -2, 8, -13, 0.035, 1.0, 1.1, 1, 12
> Cc1ccc(S(=O)(=O)N2CCCC(C(=O)NCCCN3CCCCC3C)C2)cc1 (stereo not drawn)
 : 6, -2, 15, -2, 0.31, -0.4, -0.5, 0, 2
> O=C1NC[C@H](c2ccccc2)N(CC2CCCCC2)C1=O
 : 21, -3, 7, -7, 0.73, 0.8, 1.3, 0, 3
> C/C(Cl)=C\C[N+](C)(C)CC(=O)OCCc1ccccc1
 : 5, 1, 8, -1, -0.58, -0.4, 1.2, 1, -3

Continued, overlapping the part above by 2 compounds.
Order of values – Hck-Nef inh, KLK5 inh, FXIIa inh 1536, Rad51 HR inh, Cl transport mod, L929 necroptosis, TNF necrop inh, Thrombin inh, FXIa inh 1536
> O=C1NC[C@H](c2ccccc2)N(CC2CCCCC2)C1=O
 : 21, -3, 7, -7, 0.73, 0.8, 1.3, 0, 3
> C/C(Cl)=C\C[N+](C)(C)CC(=O)OCCc1ccccc1
 : 5, 1, 8, -1, -0.58, -0.4, 1.2, 1, -3
> COC(=O)c1ccc(-n2cnc(Cl)n2)c(F)c1
 : 0, 24, -1, -5, /, 0.2, -1.3, -6, -13
> CC1=NC(=O)C(N=Nc2ccccc2)N1c1ccccc1 (stereo not drawn)
 : 7, 4, 21, 2, 0.04, -0.5, -2.3, 2, 10
> Cc1ccc(-c2cc(Cc3cccs3)c(=O)[nH]n2)cc1
 : 13, -1, 1, 15, -0.011, -0.5, -0.2, -3, -3
> COc1ccc(NC(=O)CSc2ccc3nnc(-c4cccnc4)n3n2)c(OC)c1
 : 13, -8, 8, 5, -0.23, -0.2, 0.0, 3, -3
> COc1ccc(Cc2n[nH]c(=S)n(N)c2=O)cc1
 : 1, /, 6, /, 0.089, 0.0, 0.8, -2, 0
> CC1CCN(CCCNC(=O)CN2CCN(Cc3ccc(Cl)cc3)C2=O)CC1
 : -7, -10, 5, /, 1.1, /, 1.9, -4, 2
> CCOC(=O)c1csc(NC(=O)c2ccc(S(=O)(=O)N(CC)CC)cc2)n1
 : -9, 7, 17, -3, -1.1, 0.5, -0.8, 1, 7
> CCOC(=O)N1CCN(c2c(NCCc3ccc(OCC)c(OCC)c3)c(=O)c2=O)CC1
 : 1, 1, 2, -2, -0.37, -0.3, 0.3, 0, 1
> O=C(O)c1cc(=O)c2c(OCC(O)COc3cccc4oc(C(=O)O)cc(=O)c34)cccc2o1
 : -4, -9, 10, /, -0.0028, 2.1, 0.1, /, 1
> CCOC(=O)C1CCCN(C(=S)Nc2cccc(Cl)c2)C1 (stereo not drawn)
 : 1, -11, 15, -2, 0.14, 0.4, 0.7, -6, 2

Continued.
Order of values – Hck-Nef inh, KLK5 inh, FXIIa inh 1536, Rad51 HR inh, Cl transport mod, L929 necroptosis, TNF necrop inh, Thrombin inh, FXIa inh 1536
> O=C(CCSc1nnc2scc(-c3ccccc3)n12)Nc1nc(-c2ccccc2)ns1
 : -1, 1, 9, 2, -0.016, 0.2, 0.8, -6, 2
> CC(C(=O)NC1C(=O)N2C(C(=O)O)=C(CSc3nnnn3C)CSC12)n1cc(Cl)cn1 (stereo not drawn)
 : 23, -15, -2, 22, 1.4, 3.8, 1.7, -10, -3
> CCC(C)Sc1nnc(Cc2cc(=O)[nH]c(=O)[nH]2)n1-c1ccc(F)cc1 (stereo not drawn)
 : -1, 16, -3, 3, /, 2.2, 1.4, 7, -9
> O=C(Nc1nccs1)c1ccc(Cl)c(S(=O)(=O)N2CCOCC2)c1
 : 6, -12, 17, -2, /, 21, 2.9, -2, 4
> Cc1c(N/C=C(\Cl)C(=O)C(F)(F)F)c(=O)n(-c2ccccc2)n1C
 : 25, 0, 4, -10, -1.8, 4.7, 1.1, 12, -3
> Cc1cc2ncc(C(N)=O)cn2n1
 : -12, 7, 10, 29, -0.04, -0.7, -0.1, 5, 8
> Cc1nc(Cl)sc1C(=O)NC(C)c1ccc(Cl)cc1 (stereo not drawn)
 : 0, -5, 8, 6, -0.15, 1.3, 6.8, -8, 5
> Cn1cc(Cl)c(-c2n[nH]c(=S)n2-c2ccc(F)cc2)n1
 : 3, -17, 7, 16, 0.61, /, 0.5, -3, -1
> O=C(Nc1ccc([N+](=O)[O-])cn1)C1CCCCC1
 : 2, -15, -1, -12, 1.1, -0.4, -0.1, -9, -3
> COc1ccc(C2NC(=S)N(c3ccccc3)C(C)=C2C(=O)Nc2ccccc2)cc1 (stereo not drawn)
 : 1, -2, 8, -3, /, -1.1, -1.4, 4, 0

Additional records follow.
Order of values – Hck-Nef inh, KLK5 inh, FXIIa inh 1536, Rad51 HR inh, Cl transport mod, L929 necroptosis, TNF necrop inh, Thrombin inh, FXIa inh 1536
> Nc1cccc2c1C(=O)N(C(=O)c1ccc(Cl)c(S(=O)(=O)N3CCCCCC3)c1)C2=O
 : -17, -11, 13, -6, 0.029, -0.8, -0.8, 5, 8
> O=C(O)CC(CC(=O)Nc1ccc2ccccc2n1)c1ccccc1 (stereo not drawn)
 : 10, 2, 6, /, 0.036, 0.4, 1.0, -4, 9
> Cc1ccc2c(c1)C1(OCCO1)C(=O)N2
 : 2, 10, 15, -7, 0.21, -0.3, -1.1, 3, -1
> CCN(CC)CC#Cc1ccc(C)cc1
 : 22, -1, 0, /, 0.28, 0.2, 2.8, -19, -3
> O=C(CSc1nnc(C23CC4CC(CC(C4)C2)C3)o1)Nc1ccc(N2CCOCC2)c(Cl)c1
 : 2, -12, 5, 2, 0.05, 0.7, 1.1, 1, 2
> COc1ccc(Nc2ncc(C(=O)O)c3ccccc23)cc1
 : -2, -2, 15, -1, /, 0.0, -0.5, 4, 8
> COc1ccc(C(=O)OCCN2CCOCC2)cc1OC
 : 2, 40, 16, 5, 0.13, 0.8, -0.1, 16, 1
> COc1ccc2[nH]c(=O)c(CN(Cc3cccs3)S(=O)(=O)c3c(C)ccc4nsnc34)cc2c1
 : -2, -5, -11, 0, /, 0.6, -11, -9, 1
> Cn1cc(CN2CCCCC2c2ccccn2)c(-c2ccc3c(c2)OCCO3)n1 (stereo not drawn)
 : 16, -2, 5, 9, -0.019, 0.1, 1.9, -15, 2
> O=C(Nc1cc(C(F)(F)F)ccc1N1CCOCC1)c1ccc[n+]([O-])c1
 : 0, 8, 23, 11, 0.23, 1.1, -0.6, -4, 14

Following part
Order of values – Hck-Nef inh, KLK5 inh, FXIIa inh 1536, Rad51 HR inh, Cl transport mod, L929 necroptosis, TNF necrop inh, Thrombin inh, FXIa inh 1536
> S=c1[nH]nc(-c2ccco2)n1/N=C/c1cccc(Cl)c1Cl
 : 1, -32, -2, /, 49*, 1.1, 0.2, -8, 18
> Cn1c(=O)[nH]c(=O)c2c1nc(N1CCCCC1)n2C/C=N/NC(=O)c1cc(Br)ccc1O
 : 19, 5, 5, 7, 0.0056, -0.2, 4.5, -2, 4
> N#CC1(NC(=O)CN2CCc3ccccc3C2)CCCC1
 : 5, /, 5, /, -0.37, 0.7, 1.2, -2, -2
> COC(=O)c1sccc1NC(=O)c1ccc(OC)c([N+](=O)[O-])c1
 : 1, -18, 0, 4, -0.57, 1.3, -0.7, 4, -3
> COc1ccc(-c2cc(C(F)(F)F)nc(SCC(=O)N3CC(C)OC(C)C3)n2)cc1OC (stereo not drawn)
 : 0, 2, 9, 0, /, 0.0, -0.9, -3, -1
> CCn1c(SCC(=O)c2ccccc2)nnc1-c1cccs1
 : 0, -5, -1, 1, -2.3, -0.3, 1.1, -7, -3
> NC(=O)c1ccccc1NC(=O)/C=C/c1cccc(Cl)c1
 : -1, -7, 7, 0, -0.84, 0.9, -3.8, 4, -1
> COc1ccc(/C=C/c2nc(C)c(-c3ccccc3)c(=O)[nH]2)cc1OC
 : 1, 2, 12, 9, 0.65, 1.9, 3.9, -7, 4

Bioassay records (PubChem)

A portion of the library; the hit share may differ from the screen's.
